Screening results from PubChem BioAssay.
NCI-60 one-dose screen, 48 h, at 10 µM unless noted. Numbers give growth in % (100 = growth as untreated, 0 = no growth, -100 = all killed).
MOLT-4 – MOLT-4 leukemia cells; actives 6.9% (n = 80,000); AID 1794779
T-47D – T-47D breast cancer; actives 5% (n = 79,000); AID 1794792
MDA-MB-468 – MDA-MB-468 breast cancer; actives 8.5% (n = 78,000); AID 2202374
SR – SR leukemia cells; actives 8.7% (n = 73,000); AID 1794780
MDA-MB-231 – MDA-MB-231 breast cancer. AID 1794789. actives 5% (n = 81,000)
MCF7 – MCF7 breast cancer; actives 6.3% (n = 82,000)
BT-549 – BT-549 breast cancer. actives 4.4% (n = 78,000). AID 1794793
K-562 – K-562 leukemia; actives 7.4% (n = 78,000); AID 1794777
An asterisk follows results filed as active; . = not tested or not shown; & = joins results of further samples; [ ] = another dose, or the depositor's remark. Rule for the calls: active = growth percent below 10; inactive = the rest.

SMILES	MOLT-4	T-47D	MDA-MB-468	SR	MDA-MB-231	MCF7	BT-549	K-562
COc1ccc2[nH]c(=O)c(CSc3cccc(Nc4nccc(-c5ccc6ccccc6c5)n4)c3)cc2c1	80	87	87	96	109	93	100	89
Cc1ccc(C(=N)c2ccccc2Cc2cccc3ccccc23)c(C)c1	94	118	.	102	81	91	105	98
CNC(=O)c1cccc(Cn2nc(C)c(NC(=O)c3ccc(COc4ccc(C(F)(F)F)cc4C)cc3)c2C)c1	18	6.2*	-6.3*	23	79	22	20	23
CC(C)(C)c1ccc(S(=O)(=O)N[C@H]2CC[C@H]3[C@@H]4CCc5cc(O)c([N+](=O)[O-])cc5[C@H]4CC[C@]23C)cc1	79	47	100	64	36	54	68	70
O=C1Cc2ccccc2C(=O)N1	70	71	46	30	44	57	101	47
CN1CCN=C1c1ccc(NC(=O)c2ccc(C(=O)Nc3ccc(C4=NCCN4C)cc3)c(N)c2)cc1	97	96	112	101	94	96	127	.
CC1(/C=N/NC(N)=S)NC(=O)NC1=O (stereo not drawn)	82	79	102	95	99	95	105	89
COC(=O)[C@H](c1ccccc1)N(C1CCN(C(=O)OC(C)(C)C)CC1)S(=O)(=O)NC(=O)OC(C)(C)C	98	81	87	97	114	94	104	96
c1ccc(-c2c3c(cn2CCN2CCOCC2)-c2oncc2CC3)cc1	104	.	103	107	97	94	105	97
COc1cccc(/C=C/C(=O)c2cccc(Nc3nc(Nc4ccccc4)nc(Nc4ccccc4)n3)c2)c1	59	53	.	42	85	22	99	59
Cc1[nH]c(C(=O)Nc2ccccc2OC2CCNCC2)c(Cl)c1Cl	4.5*	-4.1*	16	10	-43*	-45*	74	-2.5*
N#CC1(C#N)C2=C(CCCCC2)NC(c2cccs2)C1(C#N)C#N (stereo not drawn)	107	103	80	99	120	85	99	110

Overlap with the part before: two entries, followed by the next part.
SMILES	MOLT-4	T-47D	MDA-MB-468	SR	MDA-MB-231	MCF7	BT-549	K-562
Cc1[nH]c(C(=O)Nc2ccccc2OC2CCNCC2)c(Cl)c1Cl	4.5*	-4.1*	16	10	-43*	-45*	74	-2.5*
N#CC1(C#N)C2=C(CCCCC2)NC(c2cccs2)C1(C#N)C#N (stereo not drawn)	107	103	80	99	120	85	99	110
Nc1ccccc1CO	98	.	99	104	.	90	96	115
CC(=O)N(C)SCC(NC(=O)C(Cc1ccccc1)NC(=O)OCc1ccccc1)C(=O)NC(Cc1ccccc1)C(=O)NC(Cc1cn(C=O)c2ccccc12)C(=O)NC(CCCCNC(=O)OCc1ccccc1)C(=O)NC(C(=O)NC(CSN(C)C(C)=O)/C(O)=N\O)C(C)OCc1ccccc1 (stereo not drawn)	93	97	94	90	98	107	108	96
Nc1ncc(-c2ccc3ncnc(N4CCc5ccc(Cl)cc54)c3c2)cn1	-39*	-7.6*	-38*	-11*	-3.0*	11	-25*	10
COC(=O)c1cc2oc(/C=N/NC(=O)c3cc4oc(-c5cccc(C(F)(F)F)c5)cc4[nH]3)cc2n1Cc1ccccc1	78	94	106	33	104	89	.	91
Cc1c(C(=O)Nc2nc(-c3ccccc3)cs2)nnn1-c1cccc2ccccc12	30[50 µM]	.	12[50 µM]	29[50 µM]	69[50 µM]	39[50 µM]	57[50 µM]	31[50 µM]
CC1=CC[C@@H]2CC[C@]3(C)[C@H](CC[C@@H]4[C@@]5(C)CCCNC(C)(C)[C@@H]5CC[C@]43C)[C@H]2[C@@H]1C	-8.4*	65	-47*	5.0*	-7.9*	-28*	97	.
O=C(CO)C1CC2C=CC1C2 (stereo not drawn)	111	93	90	81	116	98	105	83
O=C1c2ccccc2C(=O)N1CCCCCCN1C(=O)c2ccccc2C1=O	98	104	110	97	99	105	.	108
O=C(OCC1COC(c2ccccc2)(c2ccccc2)O1)c1ccccc1 (stereo not drawn)	90	102	109	99	113	118	102	90
O=C(NCc1ccco1)C1CN(c2ccc(Cl)cc2)N(c2ccc(Cl)cc2)C1=O (stereo not drawn)	28	43	42	37	59	14	52	18
CCn1c(Sc2nnc(NC(=O)c3ccccc3)s2)nc2c1c(=O)n(C)c(=O)n2C	104	99	92	93	88	90	95	99
CCCCCC/C=C1\CCC(CN2CCCC2)C1=O (stereo not drawn)	60	78	73	43	102	8.0*	104	57

Further records follow:
SMILES	MOLT-4	T-47D	MDA-MB-468	SR	MDA-MB-231	MCF7	BT-549	K-562
CCCCCCCCCCCCCCCCCCNC(=S)N/N=C/c1ccc(O)c(OCC)c1	106	102	108	107	102	96	104	106
Nc1nc(S)cc(=O)[nH]1	102	100	114	107	108	94	114	106
NC(=O)C(CCCCN1CCCCC1)(c1ccccc1)c1ccccc1	98	98	108	96	110	97	104	107
O=C1c2cccc([N+](=O)[O-])c2C(=O)c2cccc(Cl)c21	114	104	116	98	92	99	136	102
CC(=O)OC(CCc1ccccc1)c1ccc(Cl)cc1 (stereo not drawn)	83	99	109	87	103	94	104	82
CCCCC/C=C\C/C=C/CCCCCCCC1=NC(C)(CO)CO1 (stereo not drawn)	88	85	87	93	102	96	91	85
C=C1CCC2C(C)(CO)C(O)CCC2(C)C1C/C=C1/C(=O)OCC1O/C=C/c1ccccc1 (stereo not drawn)	21	33	80	28	96	33	.	23
CC1(C)O[C@@H]2CC3C4C[C@H](F)C5=CC(=O)C=CC5(C)C4C(O)CC3(C)[C@]2(C(=O)CO)O1 (stereo partly drawn)	81	92	122	95	84	121	90	94
CC1(C)CC(=O)C(c2c(-c3ccccc3)[nH]c3nc(N)[nH]c(=O)c23)=C(O)C1	99	115	104	.	118	98	100	90
CC1=C/C(=N\NC(=O)c2ccncc2)CC(C)(C)C1	92	99	128	88	99	96	96	97
O=C(Nc1ccccc1)C1=CNCCS1	86	98	98	77	79	91	64	84
N=c1n(Cc2ccccc2)c(N)cc(=O)n1Cc1ccccc1	-29*	27	83	1.6*	83	23	3.0*	21

(more compounds)
SMILES	MOLT-4	T-47D	MDA-MB-468	SR	MDA-MB-231	MCF7	BT-549	K-562
O=C(CN1CCN(c2ncnc3c2cnn3-c2ccccc2)CC1)Oc1cccc2ccccc12	101	81	78	67	94	82	99	80
O=c1c(-c2nc3ccccc3s2)cc2c(n1NS(=O)(=O)c1ccccc1)CCCC2	100	106	104	97	100	99	98	99
N#Cc1nc(-c2ccccc2)oc1S(N)(=O)=O	41	64	41	3.3*	48	31	68	22
COc1cc(C2C=C(c3ccc(Cl)cc3)N=C3SC(C)=CN32)cc(OC)c1OC (stereo not drawn)	80	72	80	9.4*	103	68	88	91
CCn1cc(C(=O)N/N=C/c2cccnc2)c(=O)c2cc(F)c(N3CCNC(C)C3)c(F)c21 (stereo not drawn)	34	47	31	34	36	19	77	28
Cc1ccc(-c2nc3sc(C)nn3c2-c2nc3ccc(Cl)cc3[nH]2)cc1	73	94	93	68	98	70	88	102
N#CC(NC(=O)c1ccccc1)C1CC1 (stereo not drawn)	97	93	92	97	100	99	103	97
CCC1=Cc2cc(Cl)cc(Cl)c2OC12C=Cc1cc(Cl)cc(Cl)c1O2 (stereo not drawn)	101	113	98	100	105	98	102	105
C/C(=N\Nc1nc(-c2ccc(Cl)cc2)cs1)c1nnn(-c2ccc(F)cc2)c1C	106	94	97	108	109	98	95	102
CN(C)c1ccc(/C=C2\SC(=O)N(CC(=O)Nc3ccc(C(=O)/C=C/c4cc5ccccc5nc4Cl)cc3)C2=O)cc1	96	96	98	100	102	91	118	86
O=C(NCCCCCCNC(=O)OCc1ccc2c(Cl)cc(Cl)c(O)c2n1)OCc1ccc2c(Cl)cc(Cl)c(O)c2n1	-2.8*	-49*	-63*	4.8*	-93*	-37*	-14*	1.6*
OCC(F)(F)C(F)(F)C(F)(F)CO	103	107	98	113	106	99	90	106

(further entries)
SMILES	MOLT-4	T-47D	MDA-MB-468	SR	MDA-MB-231	MCF7	BT-549	K-562
Cn1c(=O)cc2c3c(c(NCCCO)ccc31)C(=O)c1ccccc1-2	19	52	40	13	58	28	74	38
Cc1ccc(N/N=C/c2cn(-c3ccc(C(=O)O)cc3)nc2-c2cc3ccccc3oc2=O)cc1	99	111	104	92	85	95	98	96
Cc1c[n+](C)cc2c(=O)n(-c3ccccc3)n(C)c12	94	84	93	91	102	96	99	94
Brc1ccc(-c2csc(NN=C3c4ccccc4-c4ccccc43)n2)cc1	98	60	95	89	83	61	103	95
O=C1C(Cl)=C(Nc2ccc(Nc3ccccc3)c(NC3=C(Cl)C(=O)c4ccccc4C3=O)c2)C(=O)c2ccccc21	37	15	.	45	58	74	53	41
COc1ccc(Oc2nc(NC3CCCC3)nc(Sc3ccc(OC)cc3)n2)cc1	40	56	93	46	50	69	92	53
O=C(Nc1ccccc1)Nc1ccc(F)cc1	79	111	97	78	116	97	.	85
O=C(O)C1Cc2c([nH]c3ccccc23)C(c2ccc(Cl)cc2Cl)N1 (stereo not drawn)	97	86	77	93	92	82	105	89
CC12CC(C#N)(C(=O)N1)C(C#N)=C(Cl)N2 (stereo not drawn)	.	99	105	.	99	102	115	83
Cc1ccc(S(=O)(=O)N2C/C(=C\c3cc(F)cc(F)c3)C(=O)/C(=C/c3cc(F)cc(F)c3)C2)cc1	-5.5*	-0.2*	-43*	3.6*	-30*	-75*	-17*	2.1*
Cc1ccc(NC(=O)N(CCO)N=O)cc1	62	93	105	74	94	96	105	69
O=C1/C(=C/c2ccc(O)cc2)SC(=S)N1CCc1ccc(O)cc1	83	62	58	80	77	107	99	75

Looked up above:
In MDA-MB-231, Cc1c[n+](C)cc2c(=O)n(-c3ccccc3)n(C)c12 reads 102
In BT-549, O=C1C(Cl)=C(Nc2ccc(Nc3ccccc3)c(NC3=C(Cl)C(=O)c4ccccc4C3=O)c2)C(=O)c2ccccc21 reads 53

Next section
SMILES	MOLT-4	T-47D	MDA-MB-468	SR	MDA-MB-231	MCF7	BT-549	K-562
Cc1cc(=O)n(-c2nc3ccccc3[nH]2)[nH]1	15	72	106	114	89	88	49	.
S=c1[nH]ccn1-c1c(Cl)cccc1Cl	106	91	110	104	102	98	89	103
CCOC(=O)c1ccccc1C(C)CC (stereo not drawn)	95	91	100	85	115	103	101	86
COC1=CC(c2ccc[nH]2)=N/C1=C\c1[nH]c(C)c(C(=O)CCCCC(=O)Nc2ccccc2)c1C	77	64	-11*	44	-10*	-86*	14	62
COc1cc(CN2C(=O)Cc3ccccc3-n3nc(C(C)(C)C)cc32)cc(OC)c1OC	90	92	110	.	96	94	92	64
O=C(O)c1ccc(-n2cc(CNc3ccc(Cl)cc3)c(-c3ccc(F)cc3)n2)cc1	85	91	106	121	94	80	101	83
O=C1c2cccc3c(N4CCN(c5ccccc5)CC4)ccc(c23)C(=O)N1c1cccc(-c2nn(-c3ccccc3)cc2-c2nc3ccccc3s2)c1	99	114	97	91	95	81	126	91
O=C(CCC(C(=O)O)N1C(=O)c2ccccc2C1=O)Nc1ccccc1 (stereo not drawn)	98	107	96	92	103	105	137	102
CN(C)S(=O)(=O)Oc1ccc(-c2ccc3occc3c2)cc1	89	96	91	113	106	89	111	93
C=C(CN1CC=CCC1)[C@@H]1CC[C@]2(C(=O)O)CC[C@]3(C)[C@H](CC[C@@H]4[C@@]5(C)CC[C@H](O)C(C)(C)[C@@H]5CC[C@]43C)[C@@H]12	91	.	104	94	114	101	106	83
CC(Br)C(Br)CO (stereo not drawn)	104	105	102	84	113	103	110	106
Cc1ccc2c(n1)C(=O)C(Cl)=C(Nc1cccc(C(C)C)c1)C2=O	35	3.4*	-9.5*	24	46	-57*	59	3.5*

Further compounds follow:
SMILES	MOLT-4	T-47D	MDA-MB-468	SR	MDA-MB-231	MCF7	BT-549	K-562
COc1ccc2cc(-c3ccc(-c4ccc(C(=N)N)s4)s3)ccc2c1	1.6*	-9.4*	-52*	-14*	-15*	-61*	99	-43*
CC1CC(=O)c2ccccc2C1C (stereo not drawn)	81	100	114	84	103	100	97	101
COc1cc([N+](=O)[O-])ccc1N=Cc1ccc(C=Nc2ccc([N+](=O)[O-])cc2OC)cc1	97	102	95	80	113	96	102	78
Cc1ccc(C(CC(=O)O)c2c(C)[nH][nH]c2=O)cc1 (stereo not drawn)	99	87	101	99	-33*	100	103	91
O=C(c1nc2ccccc2[nH]1)C1[C@@H](c2ccc(Cl)cc2Cl)C2CC3CCCCC3N2[C@@]12C(=O)Nc1cc(Cl)ccc12 (stereo partly drawn)	26	46	38	32	44	22	76	43
CCCCCCCSc1ccc(C(=O)CCN2CCOCC2)cc1	98	97	90	84	97	79	107	93
COCOc1cc2c(=O)c(C)c(C(=O)N[C@@H](Cc3ccccc3)C(=O)C(=O)NCCc3ccc(OC)cc3)oc2cc1OC	93	100	94	94	100	95	105	94
NC(=S)N/N=C\c1[nH]c(=O)nc2ccccc12	103	99	.	94	111	95	108	102
CCOC(=O)NC(NC(=O)OCC)C(Cl)Cl	107	114	104	111	115	96	108	126
CN1CCN(C(=O)CSc2nnc(-c3cccnc3SCc3ccccc3)o2)CC1	48	55	75	80	56	77	95	83
Cn1ncc2c(=O)[nH]c(=S)[nH]c21	111	.	86	94	.	92	89	121
CCOC(=O)CC(=O)OC	83	.	102	77	121	92	101	103
NC1=NC(c2ccccc2)N=C(Nc2ccccc2)N1 (stereo not drawn)	71&66	106&98	9.9*	2.9*	75&101	22&14	83&74	65&53
COc1ccc(-c2nnc(CNc3ccccc3OC)o2)cc1	86	94	105	85	88	.	97	99
CC1=CC(=NC(=O)CBr)C=C/C1=N\S(=O)(=O)c1ccccc1	44	12	66	58	67	16	66	.

Profiles from above.
Record of `NC1=NC(c2ccccc2)N=C(Nc2ccccc2)N1` (stereo not drawn) = MOLT-4: 71&66; T-47D: 106&98; MDA-MB-468: 9.9*; SR: 2.9*; MDA-MB-231: 75&101; MCF7: 22&14; BT-549: 83&74; K-562: 65&53
Record of `O=C(c1nc2ccccc2[nH]1)C1[C@@H](c2ccc(Cl)cc2Cl)C2CC3CCCCC3N2[C@@]12C(=O)Nc1cc(Cl)ccc12` (stereo partly drawn) = MOLT-4: 26; T-47D: 46; MDA-MB-468: 38; SR: 32; MDA-MB-231: 44; MCF7: 22; BT-549: 76; K-562: 43
